VLA-4 inh: inhibition in a human VLA-4 binding assay; P13612; VLA-4 expressing cells, ligand binding flow cytometry; inhibition, % (about 7 µM as worked out from the volumes in the protocol); actives 0.2% (n = 330,000); in the data active = inhibition above about 50%
MCL1 BIM primary: disrupts human MCL1 binding to BIM-BH3 peptide; Q07820; GST-MCL1 / FITC-Bim-BH3 fluorescence polarization; inhibition, % at 10.9 µM; actives 0.68% (n = 320,000);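 active = inhibition above the mean inhibition of all tested compounds plus 3 SD, set per campaign, cut at about 40% in these data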;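 note: 0% = DMSO wells and 100% = unlabeled Bim-BH3 peptide control; higher means more loss of mP so more displacement of Bim peptide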
Target sequence (Q07820 whole entry, looked up): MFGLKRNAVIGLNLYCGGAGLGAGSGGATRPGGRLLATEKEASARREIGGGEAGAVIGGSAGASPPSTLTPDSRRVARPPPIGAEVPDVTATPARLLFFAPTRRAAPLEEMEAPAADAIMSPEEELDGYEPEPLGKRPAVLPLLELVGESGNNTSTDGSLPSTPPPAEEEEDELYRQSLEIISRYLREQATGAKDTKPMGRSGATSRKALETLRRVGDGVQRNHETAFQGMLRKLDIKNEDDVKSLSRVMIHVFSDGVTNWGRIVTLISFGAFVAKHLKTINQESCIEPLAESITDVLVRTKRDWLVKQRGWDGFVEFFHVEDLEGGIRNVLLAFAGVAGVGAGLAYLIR
GRK2 inh: blocks RNA aptamer binding to human GRK2; P25098; bead flow cytometry, FAM-aptamer displacement from GRK2; inhibition of aptamer binding, % at 10 µM; actives 0.59% (n = 330,000); AID 488847;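 active = inhibition of aptamer binding above 40%, roughly 3 SD of noise, on plates passing a quality check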;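 note: median bead fluorescence of bound FAM aptamer so fluorescent compounds give negative values; no value below 0 was filed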
PME-1 primary: PME-1 (human) inhibition; Q9Y570; actives 0.53% (n = 320,000); inhibition, % at 5.9 µM; recombinant PME-1, FP-Rh probe fluorescence polarization; AID 2130;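 active = inhibition above the campaign mean of all compounds plus 3 SD, cut at about 26% in these data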;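 note: competitive labeling of PME-1 active site by serine hydrolase directed probe; 0% = PME-1 with DMSO and 100% = wells lacking PME-1 enzyme; inhibitors block probe labeling so polarization falls and inhibition rises; many of its hits are not listed in these tables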
GLD-1 RNA inh: GLD-1-TGE RNA interaction inhibition (C. elegans). Q17339. purified GLD-1 + fluorescein TGE RNA, fluorescence polarization. inhibition, % at 5.96 µM. actives 0.44% (n = 320,000);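 active = percent inhibition above a per-plate cutoff, the plate mean of test compounds plus 3 SD, cut at about 30% in these data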;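 note: 0% = DMSO wells with GLD-1 and probe and 100% = wells lacking GLD-1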
Target sequence (Q17339 whole entry, looked up): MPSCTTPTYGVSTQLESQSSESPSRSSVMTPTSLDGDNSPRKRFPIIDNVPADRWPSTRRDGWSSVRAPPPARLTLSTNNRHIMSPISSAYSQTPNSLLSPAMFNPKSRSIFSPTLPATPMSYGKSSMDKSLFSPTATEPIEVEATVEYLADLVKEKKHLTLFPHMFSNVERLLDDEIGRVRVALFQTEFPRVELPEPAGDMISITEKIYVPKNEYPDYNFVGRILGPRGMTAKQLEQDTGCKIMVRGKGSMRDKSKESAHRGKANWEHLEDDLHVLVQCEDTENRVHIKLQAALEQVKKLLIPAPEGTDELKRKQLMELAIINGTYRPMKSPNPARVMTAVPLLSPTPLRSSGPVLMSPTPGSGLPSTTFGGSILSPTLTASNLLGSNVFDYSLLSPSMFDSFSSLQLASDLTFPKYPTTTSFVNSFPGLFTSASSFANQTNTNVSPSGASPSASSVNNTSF
Efflux pump mplx: blocks antifungal efflux pumps in multiplex yeast assay. AID 485275. actives 0.44% (n = 330,000). S. cerevisiae Candida pump triplex, Nile Red efflux. inhibition, % at 10 µM;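 active = plate passing quality check with inhibition over a set limit, or well fluorescence over plate mean plus 4 SD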;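 note: Nile Red retained in pooled yeast measured as flow cytometry median fluorescence; 0% = buffer negative control and 100% = Enniatin B positive control; higher means more Nile Red kept so more efflux inhibition; some compounds called inactive have numbers as strong as hits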
MEX-5 binding: C. elegans MEX-5 TCR-2 RNA binding activity. Q9XUB2. MEX-5/FITC-TCR2 RNA binding, fluorescence polarization; stronger effect = lower value. activity score (negative = inhibition of binding), % at 10 µM. actives 0.38% (n = 300,000);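 active = inhibition past about -25% in most replicates, and total fluorescence under double the plate's negative control median, limit read from the data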;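 note: 0% = DMSO and -100% = 5 µM competing unlabeled TCR2 RNA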
BCLXL inh: inhibitors of human Bcl-xL | GST-Bcl-xL / FITC-Bim BH3 peptide fluorescence polarization | inhibition, % at 10.9 µM | actives 0.7% (n = 320,000) | AID 2129;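 active = inhibition above the mean of all tested compounds plus 3 SD, cutoff set per campaign, cut at about 30% in these data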;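 note: 0% = DMSO wells and 100% = unlabeled Bim-BH3 peptide competitor; inhibitors lower millipolarization by displacing the labeled peptide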
Target sequence (Q07817 whole entry, looked up): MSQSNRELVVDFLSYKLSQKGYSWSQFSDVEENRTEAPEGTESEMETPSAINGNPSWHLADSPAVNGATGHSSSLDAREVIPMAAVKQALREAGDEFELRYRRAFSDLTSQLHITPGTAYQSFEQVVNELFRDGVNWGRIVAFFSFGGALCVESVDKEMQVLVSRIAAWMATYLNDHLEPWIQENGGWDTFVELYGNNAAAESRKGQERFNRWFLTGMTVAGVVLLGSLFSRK
Fam108B inh: blocks mouse Fam108B hydrolase in RBBP9 counter-screen; recombinant Fam108B, FP-Rh probe fluorescence polarization; inhibition, % at 9.51 µM; actives 0.33% (n = 300,000); AID 1947;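 active = inhibition above the screen mean inhibition plus 3 SD, computed separately per campaign, cut at about 18% in these data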;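 note: inhibitors lower polarization as less probe binds the enzyme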
Active calls of the source: *; · = no result given.

SMILES	VLA-4 inh	MCL1 BIM primary	GRK2 inh	PME-1 primary	GLD-1 RNA inh	Efflux pump mplx	MEX-5 binding	BCLXL inh	Fam108B inh
Cc1cc(C)c(OCCCCN2CCNCC2)c(C)c1	5	-1	0	2	-3	0.1	1.9	-2	-2
CC(=O)NC(=S)Nc1ccccc1F	3	5	1	-3	3	0.2	1.0	4	-7
COc1cccc(Cn2c(=O)c3ccccc3n3nc(C)cc23)c1	13	3	1	-5	-1	0.1	1.0	6	-1
O=C(CCc1nc(-c2ccccc2Cl)no1)NC1CCCCC1	3	-2	2	-1	0	0.2	0.0	3	-2
O=C(c1ccc(S(=O)(=O)Nc2cccc(C(F)(F)F)c2)cc1)N1CCC1	13	4	4	3	-2	0.0	-2.5	-2	2
Cc1ccsc1C(=O)OCC(=O)N(C)C1CCCCC1	-19	·	9	·	6	-0.3	·	·	·
CCN1C(=O)[C@H]2[C@@H](c3ccc(C)cc3)N3C(=O)N(c4cccc(Cl)c4)C(=O)[C@@]3(Cc3ccccc3)[C@H]2C1=O	15	3	2	3	3	0.1	0.3	3	0
Cc1cc(C(=O)CSc2nnnn2C)c(C)n1-c1cccc(F)c1	10	-5	0	2	0	-0.2	3.3	3	5
CCc1cccc(NC(=O)C2CCN(S(=O)(=O)c3ccc4c(c3)NC(=O)CO4)CC2)c1	10	7	0	-1	6	0.0	-1.4	6	1
COc1ccc(CNC(=O)c2sccc2-c2ccccc2)cc1OC	8	4	1	9	8	-0.5	1.5	5	6
COc1ccc(C2C(=O)N(CCc3ccccc3)CC(=O)N2C2CCCCC2)cc1 (stereo not given)	6	11	0	7	1	0.1	1.3	8	2
CN(C)S(=O)(=O)c1cccc(NC(=O)COC(=O)CCc2nc3ccccc3s2)c1	0	6	0	-6	1	-0.1	0.1	0	-3
O=C(COc1ccc(CO)cc1)Nc1ccc(F)cc1	1	-2	3	-4	4	-0.1	-1.1	3	-2
CC1CC(C)CN(c2ccc(C(=O)OCC(=O)NC3CCCc4ccccc43)cc2[N+](=O)[O-])C1 (stereo not given)	18	0	0	-6	0	0.6	-0.5	-2	-5
O=c1cc(-c2ccccc2)nc2cc(-c3ccc(Br)cc3)[nH]n12	-1	-10	0	-83	8	0.3	-5.2	-4	0

Some of the entries above, reformatted:
> Cc1cc(C(=O)CSc2nnnn2C)c(C)n1-c1cccc(F)c1
- VLA-4 inh: 10
- MCL1 BIM primary: -5
- GRK2 inh: 0
- PME-1 primary: 2
- GLD-1 RNA inh: 0
- Efflux pump mplx: -0.2
- MEX-5 binding: 3.3
- BCLXL inh: 3
- Fam108B inh: 5

> O=c1cc(-c2ccccc2)nc2cc(-c3ccc(Br)cc3)[nH]n12
- VLA-4 inh: -1
- MCL1 BIM primary: -10
- GRK2 inh: 0
- PME-1 primary: -83
- GLD-1 RNA inh: 8
- Efflux pump mplx: 0.3
- MEX-5 binding: -5.2
- BCLXL inh: -4
- Fam108B inh: 0

Remaining list, next part:
SMILES	VLA-4 inh	MCL1 BIM primary	GRK2 inh	PME-1 primary	GLD-1 RNA inh	Efflux pump mplx	MEX-5 binding	BCLXL inh	Fam108B inh
Cc1occc1C(=O)Nc1nnc(C2CCCCC2)s1	17	-3	2	-3	8	0.0	-0.1	3	0
CC1=CC(C)(C)n2c(O)c(N=N)c3cc(C)cc1c32	9	4	3	8	6	-0.2	-0.3	1	-2
CCOC(=O)c1ccc(N2C(=O)C(CC(N)=O)N(CCc3ccc(OC)c(OC)c3)C2=S)cc1 (stereo not given)	-1	-11	4	-5	7	-0.1	0.4	-3	-5
CC(=O)NS(=O)(=O)c1ccc(NC(=O)/C=C/c2ccc(C)o2)cc1	-4	10	5	-4	10	-0.2	-7.8	19	0
Cc1c(C(=O)N(C)C)sc2nc(-c3ccccn3)[nH]c(=O)c12	20	-1	2	-8	-5	0.3	-0.4	-8	-6
CC(=O)N1CCC(C(=O)N2CCN(S(=O)(=O)c3ccc(Cl)s3)CC2)CC1	-4	2	1	6	0	0.1	-0.8	10	1
O=C(CN1C(=O)NC2(CCCCC2)C1=O)Nc1cccc(S(=O)(=O)N2CCCC2)c1	3	2	3	-2	1	0.2	·	-3	·
O=C(CNC(=O)c1cccs1)NCC(=O)OCc1cccc(Cl)c1	-20	-1	0	-3	8	-0.1	-0.8	5	-1
NC(=O)c1nsc(C(=O)N(c2ccc3c(c2)OCCO3)C(C(=O)NCC2CCCO2)c2ccc(F)cc2)c1N (stereo not given)	2	6	5	-7	-3	0.0	-1.0	4	1
COc1ccc(CCNC(=O)C2CCC(CNS(=O)(=O)c3ccc(F)cc3)CC2)cc1OC (stereo not given)	16	2	0	-1	-3	-0.4	-0.7	7	-3
O=c1c2ccccc2nc(SCc2cc([N+](=O)[O-])cc3c2OCOC3)n1-c1ccccc1	3	4	0	-6	1	0.0	1.9	4	0
CCO[C@@H]1OC(C(=O)NC2CC2)=C[C@H](C(C)(C)C)[C@H]1CCCO	-4	-1	2	-9	0	0.0	-0.9	2	-5
CCn1c(=O)c(C(=O)NCc2ccc(Cl)cc2)c(O)c2ccccc21	0	·	0	·	·	0.0	4.5	·	·
Cc1ccccc1OCC(=O)NNC(=O)Cn1[nH]c(=O)c2ccccc2c1=O	-2	·	1	·	-3	0.0	·	·	·
COc1ccc(N(CC(=O)NCCSCc2ccco2)S(=O)(=O)c2ccccc2)cc1OC	2	-1	2	4	0	0.1	1.2	5	2
Cc1cc(C(F)(F)F)n(-c2nc(C(=O)O)cs2)n1	-1	3	0	3	14	-0.1	1.5	3	1
Cc1nnc(NC(=O)CSc2nccn2-c2cccc(C)c2C)s1	4	-1	1	0	1	0.0	-1.1	-4	-1
Cc1c(NC(=O)CSc2ccccn2)c(=O)n(-c2ccccc2)n1C	14	0	0	1	-2	0.0	0.1	3	-2
CCOC(=O)c1cnc2c(cnn2C)c1NCc1ccc(OC)cc1	10	-5	0	-1	4	-0.4	-1.8	1	-1
Cc1cccc2sc(NC(=O)CN3C(=O)c4ccccc4C3=O)nc12	12	13	0	-8	8	-0.1	1.5	4	-4
Cc1ccc(NC(=O)C2CC(=O)NC(N3CCc4ccccc43)=N2)cc1 (stereo not given)	18	1	1	2	5	0.1	-2.5	1	2
CCOc1ccc(NC(=O)[C@@H](NC(=O)c2ccccc2)[C@@H](C)CC)cc1	15	-24	1	-4	3	0.0	0.1	-8	-3
CCCCOc1ccccc1NC(=O)Cn1c(-c2nonc2N)nc2ccccc21	40	-1	0	-4	-4	-0.3	2.7	-1	0
COc1ccc(NC2=C(Cl)C(=O)N(CCc3ccccc3)C2=O)c(OC)c1	0	10	3	6	2	0.0	-2.1	3	-5
Nc1nc2n(n1)C(=O)CC(c1ccc(Cl)cc1)N2 (stereo not given)	-3	9	2	7	-2	-0.1	-3.4	3	-1
CC(c1nccs1)N(C)C(=O)c1ccc(OC2CCN(CCc3ccccc3)CC2)cc1 (stereo not given)	25	8	2	3	-1	0.0	-3.0	4	0
CC(C)(C)c1cc(NCCCn2ccnc2)n2ncc(-c3ccccc3)c2n1	-5	3	0	6	3	0.1	0.8	0	3
CCn1nccc1C(=O)Nc1ccc(C(=O)OC(C)C)cc1	-3	1	2	0	-2	-0.1	-3.9	1	-3
COCCNC(=O)[C@H](C)[C@H]1C[C@]1(C)[C@H](NC(=O)OCc1ccccc1)c1ccccc1	4	-5	0	7	0	0.3	-0.6	0	4
Cc1ccccc1NC(=O)c1ccc(Cn2cc([N+](=O)[O-])cn2)o1	32	9	0	-1	-8	0.0	2.0	4	8
O=C1N/C(=C/c2cccs2)C(=O)N1Cc1ccc(F)cc1	2	1	0	-4	2	0.2	-2.2	-2	0
O=C(Nc1ccncc1)C1CCN(S(=O)(=O)c2cccs2)CC1	12	-4	3	4	-2	0.0	0.2	3	2
Cc1noc(C)c1CSCC(=O)N(CC(C)C)c1c(N)n(Cc2ccccc2)c(=O)[nH]c1=O	-6	-4	0	-2	6	-0.1	-0.6	1	-1
O=C(CCc1nnc(-c2ccsc2)o1)N1CCCCC1CCn1ccnc1 (stereo not given)	-2	0	2	1	8	0.0	0.4	1	-3
O=C(O)CC1Sc2nc3ccccc3n2C1=O (stereo not given)	-5	0	1	1	0	-0.2	-0.5	-5	-2
Cc1cccc(C)c1N1C(=O)C(Cl)=C(N2CCCC2)C1=O	13	4	7	1	-6	0.1	-7.0	5	9
CCC(C)N(C(=O)CSc1nc(-c2ccccc2)cs1)C1CCS(=O)(=O)C1 (stereo not given)	11	-2	0	12	2	0.1	0.4	-5	3
CSc1ccccc1OCc1cc(C(=O)N2CCN(C)C(c3ccccc3)C2)no1 (stereo not given)	-11	2	3	1	2	-4.7	1.0	-1	3
CCOC(=O)N1CCC(Nc2c(NCCCN(C)Cc3ccccc3)c(=O)c2=O)CC1	21	-1	0	0	5	-0.2	-1.1	-4	3
CCCn1nnc(NC(=O)c2ccc3c(c2)OCO3)n1	-1	8	0	7	-9	0.0	0.5	1	0
COc1ccc(CCCC(=O)N/N=C/c2ccc(C)cc2)cc1	15	5	3	-5	-3	0.2	0.4	11	-4
O=C(CN1CCOc2ccccc21)N1CCC(Cc2ccccc2)CC1	-6	-1	3	2	11	0.1	-1.4	7	1
Cn1c(SCC(=O)NCC2CCCO2)nnc1-c1ccc(Cl)cc1 (stereo not given)	6	3	0	0	1	-0.2	·	7	·
O=C1C2C3C=CC(C3)C2C(=O)N1CCN1CCN(S(=O)(=O)/C=C/c2ccccc2)CC1 (stereo not given)	6	-6	0	10	-9	0.1	-0.1	4	-1
CCCCCc1c(C)nc(Nc2ccccc2)[nH]c1=O	19	-10	2	7	-1	-0.4	1.8	2	3
COc1ccc(C)cc1S(=O)(=O)N1CCN(C(=O)c2ncoc2-c2ccc(C)cc2)CC1	2	-2	3	4	-6	0.3	1.0	-4	5
CSc1nccc(Oc2cccc(C#N)c2)n1	9	-3	4	3	-1	0.0	-2.3	3	0

Molecules above that contain a Cl atom:
SMILES	VLA-4 inh	MCL1 BIM primary	GRK2 inh	PME-1 primary	GLD-1 RNA inh	Efflux pump mplx	MEX-5 binding	BCLXL inh	Fam108B inh
O=C(CCc1nc(-c2ccccc2Cl)no1)NC1CCCCC1	3	-2	2	-1	0	0.2	0.0	3	-2
CCN1C(=O)[C@H]2[C@@H](c3ccc(C)cc3)N3C(=O)N(c4cccc(Cl)c4)C(=O)[C@@]3(Cc3ccccc3)[C@H]2C1=O	15	3	2	3	3	0.1	0.3	3	0
CC(=O)N1CCC(C(=O)N2CCN(S(=O)(=O)c3ccc(Cl)s3)CC2)CC1	-4	2	1	6	0	0.1	-0.8	10	1
O=C(CNC(=O)c1cccs1)NCC(=O)OCc1cccc(Cl)c1	-20	-1	0	-3	8	-0.1	-0.8	5	-1
CCn1c(=O)c(C(=O)NCc2ccc(Cl)cc2)c(O)c2ccccc21	0	·	0	·	·	0.0	4.5	·	·
COc1ccc(NC2=C(Cl)C(=O)N(CCc3ccccc3)C2=O)c(OC)c1	0	10	3	6	2	0.0	-2.1	3	-5
Nc1nc2n(n1)C(=O)CC(c1ccc(Cl)cc1)N2 (stereo not given)	-3	9	2	7	-2	-0.1	-3.4	3	-1
Cc1cccc(C)c1N1C(=O)C(Cl)=C(N2CCCC2)C1=O	13	4	7	1	-6	0.1	-7.0	5	9
Cn1c(SCC(=O)NCC2CCCO2)nnc1-c1ccc(Cl)cc1 (stereo not given)	6	3	0	0	1	-0.2	·	7	·

Screening results: PubChem BioAssay, several laboratories

A portion of the library (hit frequency here may not be typical).
